HTT cytoprotect = qHTS Multiplex Assay to Identify Dual Action Probes in a Cell Model of Huntington: Cytoprotection (ATP); PC12 HTT-Q103 induced, cytoprotection, ATP luminescence, 40 h; Potency, µM (doses to about 56.4 µM), for the others: cytoprotection (ATP increase), hits mostly activators; 230,000 tested, 0.14% active;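 further: potency means the concentration at half of the fitted maximal effect; % of control where 0% means no effect; nearly all actives have a fitted effect of over 45% in size; toxic huntingtin expression switched on by the ecdysone agonist tebufenozide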
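Compounds added alongside 100 nM tebufenozide, which induces toxic Q103 huntingtin exon 1-GFP in stable PC12 cells; surviving cells quantified by luminescent ATP measurement. Medium: phenol red-free DMEM, 5% equine and 5% calf serum.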
Lamin A splicing = qHTS Assay for Modulators of Lamin A Splicing; HeLa LMNA splicing GFP/RFP minigene ratio, 48 h; Potency, µM (top dose mostly 46.1 µM), for inactives: top-dose ratio change, negative = inhibition, usual class: inhibitors; 200,000 tested, 0.01% active; active means well fitted inhibition curve with a large enough effect in the signal ratio, with a control signal flat, not every such curve was filed as active; inconclusive means small, poorly fitted or top-dose-only effect, or effect the other way, or a change in a side signal; the % refers to the signal ratio; further: potency means the concentration at half of the fitted maximal effect; on the % scale 0 is the no-effect control and ±100 the full control effect
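S3 HeLa stable clones carrying a lamin A-EGFP splicing minigene plus DsRed2 were seeded at 600 cells/well in Opti-MEM with 2% FBS, pin-dosed and incubated 48 h at 37°C. Acumen cytometry (488 nm) gave the GFP/RFP total-intensity ratio.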
HttQ103 aggreg = qHTS Multiplex Assay to Identify Dual Action Probes in a Cell Model of Huntington: Aggregate Formation (GFP) | 220,000 tested, 1.1% active | Potency, µM (highest dose often 46.1 µM), inactives show at the top dose activity change, negative = inhibition, hits mostly inhibitors | AID 1688, 2009 | PC12 HttQ103-GFP aggregates, Acumen cytometry, 40 h; further: potency means the concentration at half of the fitted maximal effect; on the % scale 0 is the no-effect control and ±100 the full control effect; nearly all actives have a fitted effect of over 60% in size
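Compounds (qHTS titration) were added to PC12 cells expressing an ecdysone-driven HTT exon 1 Q103–GFP fusion after induction with 100 nM tebufenozide. Aggregate formation was measured as GFP objects in cell lysates.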
CBFb RUNX1 block = qHTS Assay for Compounds Blocking the Interaction Between CBF-beta and RUNX1 for the Treatment of Acute Myeloid Leukemia | AlphaScreen CBFb-His/RUNX1-biotin binding, biochemical | Potency, µM (doses to about 59.8 µM), without a hit: at the top dose activity, negative = inhibition, most hits filed as inhibitors | 230,000 tested, under 10 active | AID 1477, 2009; further: % of control where 0% means no effect
Target sequence (Q01196 whole entry, looked up): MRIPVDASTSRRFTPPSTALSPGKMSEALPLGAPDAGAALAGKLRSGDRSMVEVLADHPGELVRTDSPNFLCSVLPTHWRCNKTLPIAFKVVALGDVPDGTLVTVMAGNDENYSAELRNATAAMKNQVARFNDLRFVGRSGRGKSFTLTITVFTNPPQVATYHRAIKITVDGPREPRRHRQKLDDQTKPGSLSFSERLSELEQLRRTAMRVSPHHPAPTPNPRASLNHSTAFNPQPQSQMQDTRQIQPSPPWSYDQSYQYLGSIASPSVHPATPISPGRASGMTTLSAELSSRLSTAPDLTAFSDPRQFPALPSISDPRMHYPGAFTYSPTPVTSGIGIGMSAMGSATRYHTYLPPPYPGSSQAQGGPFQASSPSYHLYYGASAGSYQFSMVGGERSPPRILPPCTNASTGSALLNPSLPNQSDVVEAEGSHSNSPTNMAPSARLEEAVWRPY
Target sequence (Q13951 whole entry, looked up): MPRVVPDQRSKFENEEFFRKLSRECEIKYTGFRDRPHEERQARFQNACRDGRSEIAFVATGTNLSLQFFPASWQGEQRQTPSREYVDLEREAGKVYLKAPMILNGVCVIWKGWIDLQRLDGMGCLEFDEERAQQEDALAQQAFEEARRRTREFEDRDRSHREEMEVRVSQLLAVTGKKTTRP
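Interaction loss through any mechanism counts as activity. Pre-formed complex of His-CBF-beta and biotin-RUNX1 (30 nM apiece) is incubated with compound 15 min, then with 50 ng nickel and 50 ng streptavidin beads for 90 min before AlphaScreen detection.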
GAA glycogen = qHTS Assay for Inhibitors and Activators of Human alpha-Glucosidase Cleavage of Glycogen; Lysosomal alpha-glucosidase (Homo sapiens), P10253; recombinant GAA, glycogen substrate, Amplex Red glucose oxidase fluorescence; 300,000 tested, 0.38% active; Potency, µM (top dose mostly 76.4 µM), inactives show at the top dose activity change, negative = inhibition, usual class: inhibitors;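 further: potency means the concentration at half of the fitted maximal effect; 0% = full enzyme reaction and -100% = no-enzyme basal signal; the screen sought inhibitors and activators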
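Recombinant human alpha-glucosidase (4 nM final) hydrolysed bovine liver glycogen (30 ug) for 40 min at 37 C in pH 5.0 citrate/phosphate with 0.01% Tween-20. Released glucose detected by glucose oxidase/Amplex Red, Ex 573/Em 610 nm. Compounds up to 77 uM; AC50 from Hill fits.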
aGlu spleen mod = qHTS Assay for Inhibitors and Activators of Human alpha-Glucosidase From Spleen Homogenate; human spleen homogenate, 4-MU-alpha-glucoside fluorescence; Potency, µM (highest dose often 79.9 µM), without a hit: at the top dose activity change, negative = inhibition, hits mostly inhibitors; Lysosomal alpha-glucosidase (Homo sapiens), P10253; AID 2112, 2009; 240,000 tested, 0.006% active;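 further: potency means the concentration at half of the fitted maximal effect; 0% = enzyme with vehicle and -100% = no enzyme basal signal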
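Human spleen homogenate (1 ug) incubated with compounds and 1 mM 4-methylumbelliferyl-alpha-D-glucopyranoside in pH 5.0 citrate/phosphate buffer, 37 C, 40 min. Stopped at pH 10; 4-MU fluorescence (Ex 365/Em 440 nm); AC50 by Hill fit.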
GAA inhib = qHTS Assay for Inhibitors of Human alpha-Glucosidase as a Potential Chaperone Treatment of Pompe Disease; AID 1466, 2008; 200,000 tested, 0.005% active; Lysosomal alpha-glucosidase (Homo sapiens), P10253; purified human GAA, 4-MU-alpha-glucoside fluorescence; Potency, µM (highest dose often 76.9 µM), for the others: at the highest dose activity change, negative = inhibition, actives largely listed as inhibitors;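 further: potency means the concentration at half of the fitted maximal effect; plate controls were uninhibited enzyme wells for no effect and no-enzyme background for full effect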
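Activity normalized between no-enzyme (basal) and enzyme-only wells. Conditions: 4 nM human enzyme, 400 uM fluorogenic substrate, citrate/phosphate pH 5.0 with Tween-20, 20 min room temperature, compounds up to 77 uM.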
Active calls of the source: *; ? = inconclusive; nt = not tested or not shown; & = joins results of further samples; [ ] = another dose, or the depositor's remark. Unless noted, the call rests on the fitted dose curve; in most records, active means well fitted curve in the direction sought with a large enough effect; inconclusive means small, poorly fitted or top-dose-only effect, or another doubt; inactive means no such curve, though single readings can be large; an effect the other way counts as inactive or inconclusive. Not a hit list; overall some 1.5% were active at least once.

SMILES	HTT cytoprotect	Lamin A splicing	HttQ103 aggreg	CBFb RUNX1 block	GAA glycogen	aGlu spleen mod	GAA inhib
CC(=O)NC1Sc2ccccc2N=C1c1ccccc1 (centres undefined)	-19%	-4%	-20%	1%	-20%	0%	1%
O=C(COC(=O)c1ccccc1O)Nc1cccc(S(=O)(=O)NC2=NCCCCC2)c1	14%[10 µM]	nt	-10%[9.22 µM]	-6%	-11%	-6%	nt
Cc1cc(/C=C2/NC(=O)NC2=O)c(C)n1-c1ccncc1	-32%	nt	-20%	-5%	0%	-3%	-4%
O=C(Cn1ncc2c(=O)oc3ccccc3c21)N1CCc2ccccc2C1	-1%[10 µM]	13%	-11%	3%	5%	-6%	-1%
CCOc1ccccc1C(=O)N1CCC(n2nnc3cc(C(F)(F)F)ccc32)CC1	18%[10 µM]	-3%	?	11%	3%	-10%	-1%
CCCCCCN1Cc2ccccc2C1	3%	0%	-11%	3%	-2%	-4%	0%
NC(=O)c1ccc(Nc2ccc([N+](=O)[O-])cc2[N+](=O)[O-])cc1	-36%[inhibitor]	?	22%	-10%	-3%	-2%	-11%
C/C(=N\Nc1nc(C(=O)O)cs1)c1ccccc1	-3%	nt	-8%	-15%	-15%	-6%	2%
Cc1ccc(C(=O)NCC(=O)NCC(=O)OCC(=O)c2ccc([N+](=O)[O-])cc2)cc1	-8%	14%	12%	7%	-8%	2%	10%
Cc1ccc(C(=O)Nc2ccc(N3CCN(S(C)(=O)=O)CC3)cc2)cc1	3%	2%	13%	4%	-2%	0%	2%
Cc1cccc(C)c1NC(=O)CCS(=O)(=O)c1cccc2nsnc12	13%	-3%	-9%	-1%	5%	2%	-3%
C=CCOc1c(OC)cc(/C=N/Nc2cccc(C(=O)O)c2)c(Br)c1Br	-1%[10 µM]	?	-2%	-5%	?	10%	-6%
Cc1c(N=C2N=C(NC(=O)c3ccc(F)cc3)c3ccccc32)c(=O)n(-c2ccccc2)n1C	18%[10 µM]	nt	4%	0%	-7%	-3%	-6%
O=C(CCN1C(=O)c2ccccc2S1(=O)=O)Nc1cccc2ccccc12	18%[10 µM]	-1%[46 µM]	4%	3%	6%	-8%	3%
O=C(CSc1nc2ccccc2[nH]1)Nc1ccccc1F	-4%	-4%	17%	3%	-17%	-3%	1%
CC(C)=CCC/C(C)=C/CO	?	5%	-2%	22%	nt	-21%	nt
COc1ccc(-c2cc(C(=O)N3CCN(c4ccccc4OC)CC3)no2)cc1OC	-23%	?	-17%	-29%	7%	1%	-5%
CCOc1ccccc1C1C(C(N)=O)=C(C)Nc2nc(-c3ccccc3Cl)nn21 (centres undefined)	-12%	-5%	6%	2%	-12%	5%	-4%
N#Cc1ccccc1S(=O)(=O)N1CCN(CC(O)c2ccccc2)CC1 (centres undefined)	nt	nt	-13%	-10%	-9%	6%	-2%
CCSc1nnc(NC(=O)Cc2cccc(OC)c2)s1	5%	-1%	-11%	2%	1%	5%	2%
O=C(NCCN1CCN(c2ccccc2)CC1)C1CCN(S(=O)(=O)c2cccs2)CC1	-8%	-2%	-11%	-2%	0%	0%	2%
COc1cc(OC)c(C2C3=C(CCCC3=O)Nc3nc4ccccc4n32)cc1OC (centres undefined)	-9%	0%	-15%	9%	5%	1%	-1%
O=C(N/N=C/c1ccc(O)cc1)c1cccc(N/N=C/c2ccc(O)cc2)c1	-14%[10 µM]	nt	-7%[9.22 µM]	1%	25µM*	-3%	-14%
COCCN1Cc2cccc(C(=O)Nc3cc(OC)ccc3OC)c2C1=O	20%	4%	5%	-7%	1%	-22%	0%
Cc1ccc2nc(-c3ccc(NC(=O)COCC(=O)O)cc3)sc2c1	-17%[10 µM]	nt	-9%[9.22 µM]	12%	9%	0%	11%

(cont.)
SMILES	HTT cytoprotect	Lamin A splicing	HttQ103 aggreg	CBFb RUNX1 block	GAA glycogen	aGlu spleen mod	GAA inhib
CC(NS(=O)(=O)/C=C/c1ccccc1)C(=O)NCCc1ccc(S(N)(=O)=O)cc1 (centres undefined)	-5%	10%[46 µM]	-13%	-1%	-11%	2%	3%
N#C/C(=C\c1ccc(O)c(O)c1)C(N)=O	-14%	nt	nt	-24%	nt	-16%&-11%	nt
O=C(CSc1nnc(-c2ccccc2O)o1)Oc1ccc(Br)cc1	13%	-13%	?	-8%	2%	-7%	-1%
O=C1OCCN1C(=O)[C@H]1[C@H](c2ccc(Cl)cc2)C(c2ccccc2)=NN1c1ccc(Br)cc1	-182%[inhibitor][40.3 µM]	nt	nt	?	nt	13%	nt
O=C(N/C=C\c1ccccc1)NCc1ccc(Cl)cc1	-11%	?	-4%	3%	-8%	3%	-3%
c1ccc2sc(SCSc3nc4ccccc4s3)nc2c1	-8%&33%[10 µM]	nt	22%[9.22 µM]	25%	-3%	5%	nt
O=C(NCc1ccccc1)c1csc(-c2cccnc2)n1	-15%[10 µM]	nt	-29%[9.22 µM]	7%	-2%	-7%	nt
COc1cccc(C(=O)NCC(=O)OCC(=O)Nc2ncc(Cl)cc2Cl)c1	-10%	-4%[9.22 µM]	10%	0%	6%	2%	-11%
CCCc1nn(C)c(C(=O)Nc2ccccc2)c1Cl	6%[10 µM]	-15%	25%	10%	5%	4%	2%
Cc1ccc(Nc2c(-c3ccccn3)nc3ccc(C)cn23)cc1	-44%[10 µM]	nt	11µM*	nt	?	-2%	?
O=C(CN1CC(c2ccccc2)CC1=O)N/N=C/c1cc(Br)ccc1O (centres undefined)	-7%[10 µM]	?	?	-7%	16%	1%	5%
O=C(CSc1nc(-c2ccco2)cc(C(F)(F)F)n1)NCC1CCCO1 (centres undefined)	-12%[10 µM]	4%	18%	8%	0%	-16%	7%
CCOc1ccc2nc(SCC(=O)c3ccc(Cl)s3)sc2c1	-18%	?	-13%	3%	-3%	-9%	-9%
O=C(c1cn(-c2ccccc2)nc1-c1cc2ccccc2oc1=O)N1CCOCC1	38%[10 µM]	?	35%[9.22 µM]	6%	19%	8%	9%
O=c1c2ccccc2nc(/C=C/c2ccc(O)cc2)n1CCc1ccccc1	nt	?	28%	-1%	5%	-2%	-5%
Cc1ccc(C2CC(=O)c3cnc(NC(=O)c4ccco4)nc3C2)cc1 (centres undefined)	11%	-5%	6%	-1%	-1%	-4%	?
CCNC(=O)COC(=O)CCNC(=O)c1ccc(Cl)cc1	26%[10 µM]	nt	4%[9.22 µM]	9%	2%	-4%	nt
CCN(Cc1ccccc1)C(=O)COC(=O)c1n[nH]c2ccccc12	-7%	-7%	?	4%	1%	2%	4%
COCC(C)n1c(C)cc(C(=O)Cn2nc(C(=O)O)c3ccccc3c2=O)c1C (centres undefined)	14%	4%[46 µM]	8%	1%	-10%	nt	-2%
COc1cccc([C@@H]2Oc3ccc(OC)cc3/C(=N/OC[C@@H](O)COCc3ccco3)[C@@H]2O)c1	-14%[10 µM]	nt	nt	0%[13.1 µM]	nt	-7%[17.4 µM]	nt
CCC(C)(C)n1nnnc1C(c1cccs1)N1CCCCC1 (centres undefined)	3%[10 µM]	nt	-16%[9.22 µM]	3%	-11%	4%	-1%
CSC1=NCCN1C(=O)Cc1ccc(Cl)cc1	5%	-6%	3%	2%	-14%	-7%	0%
Cc1cccc(NCc2cc(Cl)cc(Cl)c2O)n1	-28%[10 µM]	?	6%	-1%	-15%	-4%	-2%
CC(=O)Nc1ccc(S(=O)(=O)NCCc2ccc(F)cc2)cc1	9%	0%	9%	-3%	3%	-3%	1%
CCCCC(=O)Nc1sc2c(c1C#N)CC(C)(C)OC2	nt	-6%	12%	13%	-4%	-1%	2%

(more compounds)
SMILES	HTT cytoprotect	Lamin A splicing	HttQ103 aggreg	CBFb RUNX1 block	GAA glycogen	aGlu spleen mod	GAA inhib
CC(C)Cn1c(N)c(C(=O)NCCN2CCOCC2)c2nc3ccccc3nc21	-20%[10 µM]	11%	-16%	1%	-8%	-12%	3%
Fc1c(CSC(=S)N2CCOCC2)cccc1CSC(=S)N1CCOCC1	21%[10 µM]	nt	-1%[9.22 µM]	2%	-16%	-2%	nt
O=C(/C=C/c1ccccc1)c1ccc(O[C@H]2OC(CO)C(O)C(O)C2O)cc1O (some centres undefined)	-25%	nt	nt	?	nt	5%	nt
O=C(Nc1ccccc1C(=O)Nc1nnc(C(F)(F)F)s1)c1ccccc1	-41%[10 µM]	nt	?	16%	-3%	-21%	-2%
CO[C@H]1COC(=O)CCC[C@@H](C)[C@H](OC)COC(=O)[C@H]2CCCN2C(=O)C/C=C\[C@@H]1C	-5%[10 µM]	nt	nt	13%[13.1 µM]	nt	1%[17.4 µM]	nt
COc1ccc2cnn(-c3ccccc3C)c(=O)c2c1OC	-8%[10 µM]	?	-9%	27%	-7%	3%	9%
CS(=O)(=O)Oc1ccc(Br)c2cccnc12	-4%[10 µM]	nt	-21%[9.22 µM]	14%	2%	3%	nt
Cc1c(Cl)cccc1NC(=S)NCCC(C)C	16%[10 µM]	-3%	1%	7%	-10%	-10%	-7%
Cc1ccc(-n2c(=S)[nH]c3c(oc4ccccc43)c2=O)cc1C	15%[10 µM]	?	2%	-2%	2%	-8%	0%

Filtered by structure, those above containing an NH in an aromatic ring
SMILES	HTT cytoprotect	Lamin A splicing	HttQ103 aggreg	CBFb RUNX1 block	GAA glycogen	aGlu spleen mod	GAA inhib
O=C(CSc1nc2ccccc2[nH]1)Nc1ccccc1F	-4%	-4%	17%	3%	-17%	-3%	1%
CCN(Cc1ccccc1)C(=O)COC(=O)c1n[nH]c2ccccc12	-7%	-7%	?	4%	1%	2%	4%
Cc1ccc(-n2c(=S)[nH]c3c(oc4ccccc43)c2=O)cc1C	15%[10 µM]	?	2%	-2%	2%	-8%	0%

Assay outcomes deposited in PubChem BioAssay by National Center for Advancing Translational Sciences (NCATS).
